Screening results from PubChem.
TDP1 inh = TDP1 (human) enzyme inhibition; AID 485290; Potency, µM (series often up to 130 µM), inactives show top-dose activity change, negative = inhibition, usual class: inhibitors; 0.28% of 350,000 active; Q9NUW8; recombinant TDP1, AlphaScreen DNA substrate cleavage; further: nearly all actives have a fitted effect of over 40% in size
Target sequence (Q9NUW8 whole entry, looked up): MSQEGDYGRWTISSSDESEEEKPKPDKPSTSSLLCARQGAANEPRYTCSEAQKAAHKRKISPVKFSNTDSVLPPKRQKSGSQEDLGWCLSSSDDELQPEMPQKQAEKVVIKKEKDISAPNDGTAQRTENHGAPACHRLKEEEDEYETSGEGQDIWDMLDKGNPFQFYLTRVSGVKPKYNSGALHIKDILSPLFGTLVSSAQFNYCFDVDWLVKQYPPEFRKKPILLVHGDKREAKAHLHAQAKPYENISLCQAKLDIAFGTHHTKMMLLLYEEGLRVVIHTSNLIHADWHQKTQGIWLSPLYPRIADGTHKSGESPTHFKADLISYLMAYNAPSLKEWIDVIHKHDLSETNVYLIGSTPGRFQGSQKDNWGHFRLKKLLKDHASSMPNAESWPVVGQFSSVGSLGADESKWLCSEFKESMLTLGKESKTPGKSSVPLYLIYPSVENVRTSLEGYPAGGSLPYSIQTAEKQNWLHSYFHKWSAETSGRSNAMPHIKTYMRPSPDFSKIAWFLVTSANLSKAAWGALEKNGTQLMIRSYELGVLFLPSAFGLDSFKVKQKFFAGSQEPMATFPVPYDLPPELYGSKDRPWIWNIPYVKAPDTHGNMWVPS
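Recombinant E. coli-expressed Tdp1 (1 nM) preincubated with compound 15 min at RT, then 5'-biotin/3'-phosphotyrosine-FITC DNA substrate (15 nM) added for 5 min. AlphaScreen beads (10 ug/ml) added, 10 min RT; tyrosine-FITC cleavage read as signal loss.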
DT40 TDP1 CPT = DT40-hTDP1 cell growth loss with CPT. chicken DT40 Tdp1-/-;hTDP1 cells + 20 nM CPT, ATP luminescence, 48 h. Potency, µM (titrated, usually from 46.2 µM), inactives show at the top dose activity change, negative = growth inhibition, hits mostly inhibitors. 12% of 420,000 active. AID 686979; further: nearly all actives have a fitted effect of over 55% in size
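Cell growth measured by CellTiter-Glo luminescence after a minimum 48 h, 37 C compound exposure with 20 nM CPT in Tdp1-knockout DT40 cells stably expressing hTDP1, seeded 400/well; qHTS titration format.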
DT40 TDP1 no CPT = qHTS for Inhibitors of human tyrosyl-DNA phosphodiesterase 1 (TDP1): qHTS in cells in absence of CPT; AID 686978, 2013; Potency, µM (titrated, usually from 46.2 µM), for the others: at the highest dose activity change, negative = growth inhibition, usual class: inhibitors; DT40 Tdp1-/- hTDP1 cells, no CPT, ATP luminescence, 48 h; 15% of 420,000 active; further: nearly all actives have a fitted effect of over 55% in size
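Stably hTDP1-transfected Tdp1-null chicken DT40 cells were treated with library compounds minus camptothecin and grown for at least 48 hr at 37 °C, after which cellular ATP was quantified by luminescence.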
* marks the source's active call; other numbers are inactive results; u = inconclusive; x = not tested or not shown; & = joins results of further samples; [ ] = dose if it differs, or a comment. The call rests on the fitted dose curve; in most records, active means well fitted curve in the direction sought with a large enough effect; inconclusive means small, poorly fitted or top-dose-only effect, or another doubt; inactive means no such curve, though single readings can be large; an effect the other way counts as inactive or inconclusive. On the % scale 0 is the no-effect control and ±100 the full control effect; potency means the concentration at half of the fitted maximal effect.

SMILES,DT40 TDP1 no CPT,TDP1 inh,DT40 TDP1 CPT
O=C(NC(=S)Nc1ccccc1N1CCN(C(=O)c2ccccc2)CC1)c1cccs1,u,x,u
Cc1cc(C)c2c(N)c(C(=O)Nc3ccc([N+](=O)[O-])cc3)sc2n1,18%,x,0%
FC(F)(F)c1nc(SCc2ccc(Cl)cc2Cl)n[nH]1,u,5%,-10%
Cn1c(-c2ccc(F)cc2)cnc1SCC(=O)NNC(=O)Cc1ccccc1,-21%,4%,-13%
O=C(O)c1cc(S(=O)(=O)N2CCCCC2)ccc1F,-5%,-2%,-16%
O=C(C1CCCN(S(=O)(=O)c2ccc(F)cc2)C1)N(Cc1cccs1)C1CC1 (stereo not given),18µM*,-2%,13µM*
COc1ccc(/C=N/NC(=S)Nc2cc(S(=O)(=O)N3CCOCC3)ccc2N2CCOCC2)cc1O,u,8%,9.2µM*
C/C(CC(C)C)=N\Oc1nc(C)cc(C)n1,-3%,x,-10%
CCN(CC)CCCN1C=C2C(=O)C(C)(OC(=O)CCC(=O)OC)C(=O)C(Br)=C2C=C1c1ccc(OC)cc1 (stereo not given),-9%,16%[12.3 µM],-10%
O=c1c(-c2ccc(Br)cc2)[n+]([O-])c2ccccc2n1OCc1ccccn1,u,5%,u
N#Cc1cc(Oc2ccc3ccccc3c2)c(-n2nnc3ccccc32)cc1C#N,-15%,0%,u
C=CCn1cccc(C(=O)Nc2ccc(SC)cc2)c1=O,4%,x,6%

(further entries)
SMILES,DT40 TDP1 no CPT,TDP1 inh,DT40 TDP1 CPT
CCCCCSc1nnc(-c2ccccc2N)c(=O)[nH]1,-30%,8%,-28%
CCOc1ccc(NC(=O)CCN2CCN(c3ccccc3OC)CC2)cc1,-20%,0%,-5%
O=[N+]([O-])c1ccc(N/N=C/c2cccc(O)c2O)c(S(=O)(=O)N2CCOCC2)c1,13µM*,5%,10µM*
Cc1ccc2cccnc2c1N,-14%,2%,-3%
N#Cc1ccc(NC2c3ccccc3CC2O)cc1 (stereo not given),u,x,u
NC(=O)c1cc2cc(Cl)ccc2oc1=O,-17%,0%,-4%
CCOC(=O)c1sc(-c2cccs2)nc1C,-18%,4%,1%
CCc1ccc(CN2CCN(S(=O)(=O)Cc3ccccc3)CC2)cc1,u,-6%,u
O=S(=O)(NCCOc1ccccc1F)c1cccc(Br)c1,0%,-6%[56.1 µM],-14%
COc1cc(C2c3c(oc4ccc(F)cc4c3=O)C(=O)N2Cc2ccc3c(c2)OCO3)ccc1O (stereo not given),-5%,4%,2%
CNc1nc(N(C)C)nc(N(C)C)n1,u,6%,u
Cc1nnc(SCC(=O)N2CCCC2)n(N)c1=O,2%,7%,24%

(listing goes on)
SMILES,DT40 TDP1 no CPT,TDP1 inh,DT40 TDP1 CPT
C=C(C)[C@H]1CC=C(C)C(=O)C1,13%&-15%,0%,-1%&4%
COc1cc(NC(=S)NCCc2ccccc2)c(OC)cc1NC(=O)CC(C)C,u,6%,u
O=C(c1cc(-c2ccco2)on1)N1CCc2ccccc2C1,u,2%,u
COc1cccc(NC(=O)c2ccc3nc(C)c(N(C)Cc4ccc(NC(C)=O)cc4)n3c2)c1,-29%,x,u
CN(C)CCCN1C(=O)C(=O)/C(=C(/O)c2ccncc2)C1c1cccnc1 (stereo not given),-14%,-7%,-26%
COc1ccc(CN2CCc3ccc(NC(=O)CCc4ccccc4OC)cc3C2)c(O)c1,23µM*,5%,15µM*
Cc1oc(C)c2c(=O)ccc3c(c12)OC(N)=C(C#N)C3c1ccccc1Cl (stereo not given),u,6%,u
C=CCn1c2ccccc2c2nnc(SCN3C(=O)c4ccccc4C3=O)nc21,-24%,3%,-28%
CNS(=O)(=O)c1cccc(C(=O)OCC(=O)N(Cc2ccccc2)C(C)(C)C)c1,-29%,3%,-17%
CSc1ccc(-c2ccc3c(c2)c(Sc2ccccc2)c(-c2ccccc2)n3C)cc1,-8%,x,-8%
O=C(NCC1CCCO1)c1ccccc1NS(=O)(=O)c1cccs1 (stereo not given),-8%,x,-27%
COc1ccc(-n2nc(C(=O)NCC(=O)Nc3ccccn3)c3ccccc3c2=O)cc1Cl,u,6%,u

Record cards, as listed above. Screens in order: DT40 TDP1 no CPT | TDP1 inh | DT40 TDP1 CPT
`C=CCn1c2ccccc2c2nnc(SCN3C(=O)c4ccccc4C3=O)nc21` as listed: -24% | 3% | -28%
`CNc1nc(N(C)C)nc(N(C)C)n1` as listed: u | 6% | u

Going on with the list.
SMILES,DT40 TDP1 no CPT,TDP1 inh,DT40 TDP1 CPT
O=C(CCCc1cccs1)NCCc1c[nH]c2ccccc12,-11%,x,-2%
CCOC(=O)Cc1cc(=O)[nH]c(/N=C(/NC(=O)c2ccccc2)Nc2ccccc2C(F)(F)F)n1,0%,4%,-8%
CCn1cc(C(=O)NCCCN2CC(C)CC(C)C2)c(=O)c2cc(S(=O)(=O)N(C)C)ccc21 (stereo not given),-2%,0%,17%
CC(=O)N1N=C(c2cccc(O)c2)CC1c1cccs1 (stereo not given),u,x,15µM*
COc1ccccc1-n1c(SCC(N)=O)nnc1-c1ccc(S(=O)(=O)N2CCCCC2)cc1,u,1%,u
COc1ccc(NC(=O)C2CCN(S(=O)(=O)c3cccs3)CC2)cc1OC,u,0%,u
CN(C)S(=O)(=O)c1ccc(NC(=S)NC(=O)Cc2ccccc2)cc1,-10%,3%,-23%
CC(C)(C)CN1C(N)=NC[C@@H]1Cc1ccc(O)cc1,-5%,2%,-25%
CC(C)C(C)(C#N)NC(=O)CSc1nc2scc(-c3ccccc3)c2c(=O)[nH]1 (stereo not given),-18%,3%,9%
Cc1nn(CC(=O)N(C)C)c(C)c1S(=O)(=O)N1CCOCC1,11%,1%,9%
CCCCC1=CC2=CC(=O)C(C)(OC(=O)CC)C(=O)C2=CN1Cc1ccccc1 (stereo not given),18µM*,15%[12.3 µM],13µM*
COCCOC(=O)C1=C(C)N=C2SCCC(=O)N2C1/C=C/c1ccccc1 (stereo not given),18µM*,4%,18µM*

Continuation:
SMILES,DT40 TDP1 no CPT,TDP1 inh,DT40 TDP1 CPT
Cc1cc2nc(C)c3c(n2n1)CCC3,-1%,-3%,5%
O=C(CSc1nnc(CNC(=O)c2cccc(C(F)(F)F)c2)o1)NC1CCCC1,-1%,4%,-2%
Clc1ccccc1CNCCCSc1nnnn1-c1ccccc1,u,2%,u
Nc1[nH]c(C(=O)c2ccccc2)c(-c2ccncc2)c1C(=O)NCCc1c[nH]c2ccccc12,u,x,u
CCOC(=O)/C=C/c1ccccc1S(=O)(=O)NC(C)(C)C,-24%&-25%,x,u
COc1ccc(CCNC(=O)CCS(=O)(=O)c2ccc3c(c2)NC(=O)CS3)cc1OC,-22%,1%,u
COC(=O)N/N=C/c1cn(CCOc2ccccc2)c2ccccc12,u,x,0%
O=C(N/C(=C/c1ccc([N+](=O)[O-])cc1)C(=O)N1CCOCC1)c1ccco1,9%,5%,7%
CCOC(=O)c1n[nH]c(=O)c2ccccc12,4%,8%,-24%
Cc1cc(C)cc(C(O)c2ncc(-c3ccccc3F)[nH]2)c1 (stereo not given),u,x,u
COc1ccc2oc(=Nc3ccccc3)c(-c3nc4ccccc4[nH]3)cc2c1,u,1%,10µM*
C/C(=N/Nc1nc(C)cc(C)n1)c1ccc(Br)cc1,u,x,u

(continued)
SMILES,DT40 TDP1 no CPT,TDP1 inh,DT40 TDP1 CPT
COC1CCCN(Cc2c(C(=O)N3CCN(C4CCCCC4)CC3)nc3ccccn23)C1 (stereo not given),-1%,4%,-4%
CCCN1Cc2cccc(C(=O)Nc3ccc4c(c3)OCCO4)c2C1=O,-19%,5%,2%
CCOC(=O)N1CCN(CC(O)c2ccc3cc[nH]c3c2)CC1 (stereo not given),5%,2%,-23%
O=S(=O)(c1ccc(NC(=S)NC2CCCC2)cc1)N1CCCC1,u,4%,-27%
COc1cccc(NC(=O)CN(C)C(=O)CC2CC3CCC2C3)c1 (stereo not given),-20%,-11%[0.505 µM],-29%
COc1ccc(NC(=O)CSc2nnc(CCC(=O)O)c(=O)n2N)cc1,-25%,6%,-18%
O=C(NCc1ccncc1)c1cc(C(=O)C2CC2)c[nH]1,8%,6%,-4%
CC(O)(COc1ccccc1)c1ccc2c(c1)CN(C/C=C/c1ccco1)CCO2 (stereo not given),u,x,-11%[9.04 µM]
COc1ccc2cc(S(=O)(=O)N3CCCCC3)ccc2c1S(=O)(=O)N1CCCCC1,u,3%,21µM*
CCCOc1ccccc1C1CC(=O)Nc2cc3c(cc21)OCCO3 (stereo not given),0.65µM*,10%[56.1 µM],0.73µM*
CC1(C)CC(=O)C=C(Nc2ccc(F)c(Cl)c2)C1,6%,x,2%
COC(=O)c1c(C(=O)OC)c2cc(C)ccn2c1Cl,-5%,-12%,u

Continuation:
SMILES,DT40 TDP1 no CPT,TDP1 inh,DT40 TDP1 CPT
Nc1nn2cc(-c3ccc(Br)cc3)nc2c2ccccc12,u,-3%,u
CCOC(=O)C1CCN(C(=O)Cn2ncc3c([nH]c4ccccc43)c2=O)CC1,1%&-21%,-1%&4%,-19%&-2%
C(=Nc1cnc2ccccc2c1)c1ccnc2ccccc12,2.8µM*,x,2.8µM*
COc1ccc(OC)c(C(=O)NC2CCCc3c2cnn3-c2cc(C)cc(C)c2)c1 (stereo not given),16µM*,x,29µM*
CC1CCCCC1NC(=O)CSc1nnc(CN2CCOCC2)n1C (stereo not given),-26%,3%,-6%
CCOC(=O)c1c(S(=O)(=O)N2CCCC(C)C2)c(C)n(C)c1C (stereo not given),-25%,6%,u
CCOc1ccc(C(=O)NC(=S)NCc2cccnc2)cc1[N+](=O)[O-],u,3%,u
CC(=O)n1c(=O)c2ccccc2c(=O)n1-c1ccccc1,-27%,x,-4%
COc1ccc(/C=C(\C#N)C(=O)NCC(c2ccc(F)cc2)N2CCOCC2)cc1 (stereo not given),-17%,x,u
CN(C)CC(C)(C)CNC(=S)Nc1cc(S(=O)(=O)N2CCOCC2)ccc1Cl,7%,5%,1%
COCCOc1cc(-n2ccnc2SC)c(Cl)cc1Cl,u,3%,u
Cc1ccc(-c2cc(C(=O)N3CCCc4ccccc43)c3ccccc3n2)cc1,23µM*,2%,u

Not a retest: entries from further up.
SMILES,DT40 TDP1 no CPT,TDP1 inh,DT40 TDP1 CPT
O=C(NCc1ccncc1)c1cc(C(=O)C2CC2)c[nH]1,8%,6%,-4%
CC(O)(COc1ccccc1)c1ccc2c(c1)CN(C/C=C/c1ccco1)CCO2 (stereo not given),u,x,-11%[9.04 µM]
COc1ccc2cc(S(=O)(=O)N3CCCCC3)ccc2c1S(=O)(=O)N1CCCCC1,u,3%,21µM*
CCCOc1ccccc1C1CC(=O)Nc2cc3c(cc21)OCCO3 (stereo not given),0.65µM*,10%[56.1 µM],0.73µM*
CC1(C)CC(=O)C=C(Nc2ccc(F)c(Cl)c2)C1,6%,x,2%

Seven compounds from above, arranged by number of heavy atoms, lowest first.
SMILES,DT40 TDP1 no CPT,TDP1 inh,DT40 TDP1 CPT
Cc1ccc2cccnc2c1N,-14%,2%,-3%
CCCCCSc1nnc(-c2ccccc2N)c(=O)[nH]1,-30%,8%,-28%
CCOC(=O)N1CCN(CC(O)c2ccc3cc[nH]c3c2)CC1 (stereo not given),5%,2%,-23%
COc1cccc(NC(=O)CN(C)C(=O)CC2CC3CCC2C3)c1 (stereo not given),-20%,-11%[0.505 µM],-29%
COc1ccc(NC(=O)CSc2nnc(CCC(=O)O)c(=O)n2N)cc1,-25%,6%,-18%
COc1ccc2cc(S(=O)(=O)N3CCCCC3)ccc2c1S(=O)(=O)N1CCCCC1,u,3%,21µM*
COc1ccc(/C=N/NC(=S)Nc2cc(S(=O)(=O)N3CCOCC3)ccc2N2CCOCC2)cc1O,u,8%,9.2µM*

Next records
SMILES,DT40 TDP1 no CPT,TDP1 inh,DT40 TDP1 CPT
Cn1cc(/C=N\O)nc2c(=O)n(-c3ccccc3)c(=O)nc1-2,-19%,0%,31%[activator]
CC(NC(=O)CC1Nc2ccccc2NC1=O)c1ccccc1 (stereo not given),-17%,5%,-21%
CCOC1=C2CN(S(=O)(=O)c3ccc(C)cc3)CC[C@@H]2N(S(=O)(=O)c2ccc(C)cc2)[C@H](c2ccccc2)C1,-22%,x,u
Cc1ccnc(NC(=O)c2ccc3c(c2)S(=O)(=O)c2ccccc2C3=O)c1,u,x,-14%
CCc1ccccc1NC(=O)C1CCCN1S(=O)(=O)c1ccc(-c2ccc(=O)[nH]n2)s1 (stereo not given),-26%,5%,-16%
O=S(=O)(c1ccc(Br)cc1)c1nc(-c2ccco2)oc1SCc1ccccc1F,u,0%,u
COc1ccc2c(c1OC)C(=O)N(c1ccc(O)cc1)C2=O,-6%,x,4%
COc1ccccc1NC(=O)c1ccc(NC(=O)CSc2ncccn2)cc1,1%,2%,-17%
